Glioma ERSR ind: qHTS for Inducers of the Endoplasmic Reticulum Stress Response (ERSR) in Human Glioma: qHTS; U87-MG GRP78 promoter luciferase reporter, 16 h; Potency, µM, for the others: at the top dose activation, hits mostly activators; 420,000 tested, 0.02% active; also: potency is read from the fitted curve at half-maximal effect; series mostly up to about 76 µM; % of control where 0% means no effect; nearly all actives have a fitted effect of over 35% in size
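Stably transfected U87-MG human glioma cells carrying a GRP78-based luminescent sensor were seeded at 1000 cells/well, pin-dosed with compounds and incubated 16 h. Luciferase reagent was then added, and end-point luminescence was read after 10 min at room temperature.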
RGS4 inhibitor: Inhibitors of Regulator of G Protein Signaling (RGS) 4: qHTS; Regulator of G-protein signaling 4 (Homo sapiens), P49798; Transcreener GDP fluorescence polarization, RGS4-accelerated GTP hydrolysis; Potency, µM (titrated, usually from 114 µM), inactives show at the top dose activity change, negative = inhibition, actives largely listed as inhibitors; 390,000 tested, 0.039% active; also: potency is read from the fitted curve at half-maximal effect; % is scaled to controls: 0 for no effect and ±100 for the full control effect; nearly all actives have a fitted effect of over 75% in size; some results filed as inactive show a strong effect at the top dose
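MLSMR compounds (23 nl, pin-transferred) preincubated 10 min at room temperature with a 500nM (2x) first reagent, then RGS4 at 900nM (2x) plus Transcreener GDP mix added; fluorescence polarization (620/688 nm) read before and after 90 min at 30 °C.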
Vif-A3F inh: qHTS for Inhibitors of Vif-A3F Interactions: qHTS | 390,000 tested, 0.2% active | Potency, µM (doses to about 46.1 µM), for inactives: at the top dose activity, negative = active | AID 602313, 2012 | HeLa A3F-eYFP + Vif (tagged APOBEC3F with the HIV-1 protein that degrades it), YFP fluorescence increase; also: potency is read from the fitted curve at half-maximal effect; % of control where 0% means no effect; nearly all actives have a fitted effect of over 65% in size
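Fluorescence increase (Ex 488/Em 500-530) after overnight compound treatment at 37 deg C flags inhibition of Vif-driven A3F-eYFP loss in stable HeLa A3F-eYFP/Vif cells seeded overnight beforehand.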
D2 antagonist: HTS Assay for Allosteric Antagonists of the Human D2 Dopamine Receptor: Primary Screen for Antagonists | D(2) dopamine receptor (Homo sapiens), P14416 | HEK293 TREx D2 cells, calcium flux, dopamine EC80 | inhibition, % at 10 µM | 340,000 tested, 2% active; in the data active = inhibition above about 30%; also: 0% is about no effect
Target sequence (P14416 whole entry, looked up): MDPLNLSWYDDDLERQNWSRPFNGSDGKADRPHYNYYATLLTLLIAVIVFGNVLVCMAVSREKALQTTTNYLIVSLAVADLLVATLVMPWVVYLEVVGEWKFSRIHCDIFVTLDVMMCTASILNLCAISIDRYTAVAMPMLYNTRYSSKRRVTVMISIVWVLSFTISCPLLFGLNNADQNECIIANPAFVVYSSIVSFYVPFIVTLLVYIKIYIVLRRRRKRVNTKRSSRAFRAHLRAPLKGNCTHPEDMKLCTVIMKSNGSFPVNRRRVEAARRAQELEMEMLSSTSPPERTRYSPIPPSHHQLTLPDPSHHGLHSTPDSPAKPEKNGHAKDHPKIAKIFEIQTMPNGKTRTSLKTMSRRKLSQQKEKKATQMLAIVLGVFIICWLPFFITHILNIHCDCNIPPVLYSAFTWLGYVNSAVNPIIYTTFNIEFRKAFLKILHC
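Read-out: kinetic calcium fluorescence (1 cycle/s) in inducible HEK293 T-REx D2 cells after an EC80 dopamine addition that followed 180 s compound preincubation. Loss of the dopamine response indicates antagonism.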
D2 ag: HTS Assay for Allosteric Agonists of the Human D2 Dopamine Receptor: Primary Screen for Agonists; D(2) dopamine receptor (Homo sapiens), P14416; HEK293 T-REx D2 cells, calcium flux agonist mode; activation, % at 2 µM; 340,000 tested, 0.53% active;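 active = activation over 3 SD above normal in the single-dose calcium agonist read, cut at about 30% in these data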; also: 0% is about no effect
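Tetracycline-induced HEK293 T-REx cells with force-coupled D2 receptor, plated overnight at 30 C, loaded with no-wash calcium dye. After a 10 s baseline, compound was pin-added and calcium flux read kinetically for 180 s; calcium rises flagged agonists.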
LDHA block: qHTS assay for inhibitors of human lactate dehydrogenase | 480,000 tested, 0.15% active | L-lactate dehydrogenase A chain (Homo sapiens), P00338 | activity change, % (values are at about 110 or 230 µM) | AID 1347041, 2019 | purified LDHA, NADH/diaphorase-resazurin fluorescence; active compounds read low; in the data active = activity change below about -30%; inconclusive = mostly about -25% to -30%;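 also: plate controls were DMSO wells for no effect and wells without enzyme for full effect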
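LDH5 2 nM; NADH 0.06 mM, pyruvate 0.2 mM; 200 mM Tris pH 7.4, EDTA, Tween-20; 5 min RT. Detection: diaphorase 0.133 mg/mL + resazurin 37 µM, fluorescence ex540/em590 at 0 and 20 min; normalized to enzyme-free and DMSO wells.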
12-LOX inh: Primary qHTS assay for inhibitors of human arachidonate 12S-lipoxygenase (ALOX12): Round 2 | Polyunsaturated fatty acid lipoxygenase ALOX12 (Homo sapiens), P18054 | purified 12hLO, xylenol orange hydroperoxide absorbance | Potency, µM (doses to about 108 µM), without a hit: at the top dose activity change, negative = inhibition, hits mostly inhibitors | 580,000 tested, 1.1% active; also: potency is read from the fitted curve at half-maximal effect; % is scaled to controls: 0 for no effect and ±100 for the full control effect
Target sequence (P18054 whole entry, looked up): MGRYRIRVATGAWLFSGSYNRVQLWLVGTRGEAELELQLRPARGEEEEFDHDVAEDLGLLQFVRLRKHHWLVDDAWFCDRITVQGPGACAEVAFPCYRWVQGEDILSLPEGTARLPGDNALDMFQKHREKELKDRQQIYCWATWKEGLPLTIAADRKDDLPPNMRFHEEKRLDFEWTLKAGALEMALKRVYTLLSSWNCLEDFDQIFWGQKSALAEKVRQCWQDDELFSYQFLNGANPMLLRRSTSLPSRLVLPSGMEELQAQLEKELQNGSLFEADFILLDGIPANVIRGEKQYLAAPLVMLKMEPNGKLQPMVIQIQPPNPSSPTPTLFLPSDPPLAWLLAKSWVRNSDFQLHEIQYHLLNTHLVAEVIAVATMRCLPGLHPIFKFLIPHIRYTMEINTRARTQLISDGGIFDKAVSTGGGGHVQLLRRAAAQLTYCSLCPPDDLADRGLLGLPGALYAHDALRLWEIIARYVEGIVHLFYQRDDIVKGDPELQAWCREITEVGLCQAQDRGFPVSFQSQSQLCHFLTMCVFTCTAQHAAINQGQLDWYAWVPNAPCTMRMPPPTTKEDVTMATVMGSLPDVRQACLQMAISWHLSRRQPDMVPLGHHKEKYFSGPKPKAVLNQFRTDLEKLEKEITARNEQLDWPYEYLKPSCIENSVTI
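Purified human 12hLO (150 nM final) in 25 mM Hepes, 0.01% Triton X-100, pH 7.0 was preincubated 15 min at room temperature with compound. Then 40 uM arachidonic acid was added, 30 min. Hydroperoxide was read by Fe-XO absorbance ratio 573/405 nm.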
Vif-APOBEC3G blk: qHTS for Inhibitors of Vif-A3G Interactions: qHTS; DNA dC->dU-editing enzyme APOBEC-3G (Homo sapiens), Q9HC16; HeLa A3G-eYFP + Vif (tagged APOBEC3G with the HIV-1 protein that degrades it), YFP fluorescence, overnight; Potency, µM (top dose mostly 46.1 µM), inactives show at the top dose activity, negative = active, most hits filed as inhibitors; 410,000 tested, 0.076% active;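 also: potency is read from the fitted curve at half-maximal effect; % is scaled to controls: 0 for no effect and ±100 for the full control effect; nearly all actives have a fitted effect of over 60% in size; hits raise eYFP signal because A3G escapes Vif-driven loss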
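Read-out is eYFP fluorescence (Ex 488/Em 500-530) from Vif-expressing HeLa A3G-eYFP cells; more signal means A3G escaped Vif-mediated degradation. Cells plated overnight, compound pinned in, incubated overnight at 37 deg C.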
ERG Ets-DNA blk: qHTS for Small Molecule Inhibitors of the ERG Ets/DNA interaction | Potency, µM (titrated, usually from 76.9 µM), inactives show at the top dose FP activity, negative = inhibition, most hits filed as inhibitors | 370,000 tested, 0.028% active | fluorescence polarization, His-ERG Ets domain / labelled DNA; active = well fitted inhibition curve with a large enough effect in the polarisation, with a control signal flat; inconclusive = small, poorly fitted or top-dose-only effect, or effect the other way, or a change in a side signal; inactive = no such curve, though single readings can be large or run the other way; the % refers to the polarisation;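 also: polarization taken with two DNA probes labelled with fluorescein and Texas red; potency is read from the fitted curve at half-maximal effect; % of control where 0% means no effect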
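His-tagged ERG Ets domain (1 uM in the protein solution; 300mM KCl, 50mM Tris-HCl, 1mM EDTA, 1mM DTT, pH 7.5) received compound, then a probe mix of 5 nM fluorescein-DNA and 100nM Texas-615-DNA. Fluorescence polarization was read for both dyes.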
* marks the source's active call; other numbers are inactive results; ? = inconclusive; / = no result given; & = joins results of further samples; [ ] = remark or other dose. Unless noted, calls follow the shape of the dose curve; as a rule, active = well fitted curve in the direction sought with a large enough effect; inconclusive = small, poorly fitted or top-dose-only effect, or another doubt; inactive = no such curve, though single readings can be large; an effect the other way counts as inactive or inconclusive.

Sample of the layout (two entries):
SMILES	Glioma ERSR ind	RGS4 inhibitor	Vif-A3F inh	D2 antagonist	D2 ag	LDHA block	12-LOX inh	Vif-APOBEC3G blk	ERG Ets-DNA blk
COc1ccc(N(C(=O)c2cccc([N+](=O)[O-])c2)S(=O)(=O)c2cccs2)cc1	9%	-28%	0%	-16	0.2	-6	-10%	-6%	5%
COC(=O)C1=C(C)N=C2SCCC(=O)N2C1c1ccc(OC(=O)c2ccco2)cc1 (stereo not given)	-4%	-7%	6%	-11	0.2	-1	14%	-1%	7%

All compounds of this part, from the start:
SMILES	Glioma ERSR ind	RGS4 inhibitor	Vif-A3F inh	D2 antagonist	D2 ag	LDHA block	12-LOX inh	Vif-APOBEC3G blk	ERG Ets-DNA blk
COc1ccc(N(C(=O)c2cccc([N+](=O)[O-])c2)S(=O)(=O)c2cccs2)cc1	9%	-28%	0%	-16	0.2	-6	-10%	-6%	5%
COC(=O)C1=C(C)N=C2SCCC(=O)N2C1c1ccc(OC(=O)c2ccco2)cc1 (stereo not given)	-4%	-7%	6%	-11	0.2	-1	14%	-1%	7%
CN1C(C)(C)CC(O)(C(=O)O)CC1(C)C	0%	/	/	/	/	-10	-19%	0%	/
CC(=O)NCCc1nc2cc(NC(=O)c3ccc(Cl)cc3)ccc2n1C	-6%	-17%	0%	-7	0.4	-7	?	-1%	1%
CCOC(=O)CSc1nc2ccccc2c(=O)n1CC1CCC(C(=O)NCc2ccco2)CC1 (stereo not given)	-4%	-11%	-1%	-26	0.9	-3	?	-20%	1%
Cc1ccc2cc(CN(Cc3nnnn3C3CCCCC3)CC3CCCO3)c(=O)[nH]c2c1 (stereo not given)	-6%	-2%	-9%	0	0.2	0	?	-3%	-6%
Cc1nn(C)c(=O)n1-c1ccc(Oc2ccccc2)cc1	-2%	-20%	-6%	6	0.2	-3	?	-3%	-4%
COc1ccccc1NC(=O)COC(=O)CCn1c(C)csc1=O	-5%	-4%	2%	5	0.4	-1	11%	1%	1%
CCOc1ccc(NC(=O)N(CCCN2CCOCC2)Cc2cccnc2)cc1	-1%	-7%	0%	-11	0.3	0	?	1%	0%
COc1cc(OC)c(CN2CCCN(C)CC2)cc1Br	-3%	5%	2%	-16	0.8	-24	?	-1%	4%
CN(C)c1ccc(NC(=O)Nc2cccc3ccccc23)cc1	-1%	7%[11.4 µM]	0%	-7	1.2	2	-18%	0%	-2%
Cc1cccnc1N(C(=O)Nc1cccc(Cl)c1)C1=NCC(C)(C)S1	1%	-26%	-2%	3	1.5	0	12%	-2%	-1%
CC1CCc2c(sc(NC(=O)C(=O)NCc3ccco3)c2C#N)C1 (stereo not given)	2%	-6%	-12%	11	-0.3	1	16%	-2%	2%
CN(Cc1ccccc1)C(=O)Nc1ccc2c(c1)N(C)C(=O)c1ccccc1S2	-4%	5%	5%	/	3.3	6	-9%	-5%	0%
C=CCOc1ccc(C2N3CC4(CC)CN2CC(CC)(C3)C4=O)cc1 (stereo not given)	-4%	-31%	3%	7	-0.7	-5	3%	0%	10%
CC(=O)c1ccc(NC(=O)COC(=O)c2ccccc2Sc2ccccc2C#N)cc1	0%	-17%[11.4 µM]	0%	7	-0.6	-5	-5%	0%	7%
CCC(=O)N(c1nnc(SCC(=O)Nc2ccc(N3CCOCC3)cc2)s1)C1CC1	-3%	-9%	-3%	-46	0.4	4	0%	0%	9%
NS(=O)(=O)c1cccc(NC(=O)c2ccc(S(=O)(=O)N3CCCCCC3)cc2)c1	-1%	-39%	3%	/	/	-4	6%	0%	3%
COc1cccc2c1ncc1c(-c3ccc(C)cc3)nn(-c3cccc([N+](=O)[O-])c3)c12	-3%	1%	?	/	2.1	6	0%	0%	0%
O=C(Nc1cccnc1)c1scc2c1OCCO2	-7%	8%	-2%	10	-0.8	0	-20%	0%	-2%
Cc1ccc(-n2c3c(cc(C(=O)NC4CCSC4=O)c2=O)C(=O)CC(C)(C)C3)cc1 (stereo not given)	-3%	-2%	0%	4	-0.3	-7	-6%[57.4 µM]	0%	/
O=C(/C=C/c1ccccc1)NCc1cccnc1	0%	6%	12%	18	-0.8	-6	-17%	-1%	6%
O=S(=O)(c1ccc(F)c(F)c1)N1CCCc2ccccc21	-6%	-19%	3%	2	-0.3	0	10%	-4%	22%
Cc1ccc(/C=C/C(=O)Nc2cccnc2)o1	0%	-41%	1%	3	0.1	1	-27%	-4%	7%
CC(=O)c1ccc(OCc2cc(C(=O)N(C)C3CCOC3)no2)cc1 (stereo not given)	12%	0%	1%	5	0.8	3	29%	4%	-7%
CCN(CC(=O)N1CCN(c2ccccc2)CC1)S(=O)(=O)c1ccc(C)cc1	-3%	-9%	3%	-2	-0.3	-4	-1%	-1%	-5%
CCOC(=O)CCc1c(C)c2ccc(OC(C)C(=O)OCC)c(C)c2oc1=O (stereo not given)	-1%	-5%	2%	-35	0.0	1	-24%	-1%	-3%
COc1ccc(NC(=O)c2ccccc2[N+](=O)[O-])cc1	3%	-8%	?	3	0.5	-2	-9%	-3%	-2%
CCCCN(C)C(=O)c1nc2ccccn2c1CN(C)Cc1csc(C)n1	-5%	-28%	2%	-8	0.0	4	3%	0%	-1%
CN(C)CCNC(=O)C(=O)NCC1OCCCN1S(=O)(=O)c1cccs1 (stereo not given)	0%	-2%	-6%	2	2.0	-4	15%	1%	4%
N#CC(c1ccc(Cl)cc1)c1cccc(Cl)n1 (stereo not given)	-4%	-4%	3%	3	-3.8	-1	-7%	0%	2%
CCCC1Cc2nc(N3CCCCC3)c(C#N)cc2CO1 (stereo not given)	-1%	6%	-7%	/	/	3	23%	5%	-20%
Cc1ccc(C(C)(C)C)c(OCCCCN2CCCC2)c1	-3%	-42%	-2%	31*	-0.7	-7	-30%	-1%	/
Cc1ccc2nc(CC(O)(c3ccccc3)c3ccccc3)ccc2c1	-2%	/	0%	/	/	-2	8%	3%	/
O=[N+]([O-])CC(c1ccc(F)cc1)c1c[nH]c2ccccc12 (stereo not given)	-2%	21%	0%	8	0.2	-2	-15%	?	-16%
CCCCN1C(N)=NC[C@@H]1CCCCN	7%	3%	-3%	/	/	-2	-9%	1%	2%
CC1=C(c2ccc(C(C)C)cc2)S(=O)(=O)N=C1N1CCC(C(=O)NCc2ccc(C)o2)CC1	/	-12%	/	/	-1.0	0	-15%	/	-2%
O=C(O)CC(=O)NC12CC3CC(CC(C3)C1)C2	1%&-2%	27%&8%	0%	1&0	0.1&0.2	0&-4	-4%&6%	0%&-1%	14%&3%
COc1ccc(NC(=O)CSc2nnc(-c3ccccn3)n2N)cc1Cl	-4%	-25%	1%	-21	0.4	0	-1%	2%	-1%
O=C1CN(C(=O)CN2CCOCC2)C(c2ccccc2)c2cc(Br)ccc2N1 (stereo not given)	-2%	-6%	-7%	/	/	-11	-3%	-4%	4%
Cn1c(SCc2ccccc2)nnc1-c1ccc2nonc2c1	-1%	-1%	-17%	2	-2.3	-12	218%[activator]	2%	-4%
COC(=O)c1ccc(Cn2nc(-c3ccc(C)cc3)ccc2=O)cc1	-2%&-1%	-4%&-36%	-7%&0%	4	0.2&6.1	0&-6	?	2%&3%	10%&-3%
CCOc1ccc(CC(=O)NCCc2csc(-c3ccc(Cl)cc3)n2)cc1	-3%	9%	1%	/	-0.4	-9	-8%	1%	-3%
Cc1ccccc1NC(=O)C1c2cccc[n+]2CC(=O)N1c1c(C)cccc1C (stereo not given)	-1%	-37%	-8%	11	0.9	-4	?	-10%	-4%
CCOCCCNCc1ccc(OCC(=O)N2CCOCC2)c(OC)c1	3%	-15%	4%	-4	-0.3	3	1%	-4%	-1%
Cc1onc(-c2ccccc2Cl)c1C(=O)N1CCN(C/C=C/c2ccccc2)CC1	-4%	-7%	-12%	9	-0.3	-2	-12%	1%	/
Cc1ccsc1C(=O)OCc1nc2ccsc2c(=O)[nH]1	1%	-12%	-26%	8	-0.2	-2	-23%	-4%	2%
Clc1ccccc1OCCN1CCC(Cc2ccccc2)CC1	-4%	2%	?	63*	0.1	-11	?	0%	13%
CCn1c(C)nc([N+](=O)[O-])c1C(=O)O	2%	1%	-20%	-21	0.9	-5	?	10%	2%
COc1ccc(N2CC(C(=O)Nc3ccc(S(=O)(=O)N4CCCCC4)cc3)CC2=O)cc1 (stereo not given)	-4%	-30%	-9%	-6	-0.8	-8	?	-2%	-13%
O=C(CSc1nc2ccccc2c(=O)n1-c1ccccc1F)NC1CCS(=O)(=O)C1 (stereo not given)	-3%	-5%	-8%	-8	0.2	-2	322%[activator]	2%	4%
CCc1ccc(C(O)(CNCc2ccccc2)c2ccccc2)cc1 (stereo not given)	1%	21%	-1%	-9	-0.3	-2	-1%	-8%	-10%

A portion of the library (hit frequency here may not be typical).
